Bioassay records (PubChem BioAssay)
M1 antag: human CHRM1 antagonism; 360,000 tested, 1.3% active; inhibition, % at 3 µM; P11229; CHO-K1 hM1, Fluo-8 calcium fluorescence, ACh EC80 antagonist;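 active = percent inhibition above its own plate's cutoff, namely the mean of that plate's compound wells plus 3 SD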;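 note: peak over basal fluorescence ratio during 140 s after agonist addition; 0% = ACh EC80 plus DMSO and 100% = DMSO alone without agonist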
CHO-K1 Ca antag: M1 antagonist counterscreen hit in parental CHO-K1 cells; ATP-induced calcium, Fluo-8 fluorescence; inhibition, % at 3 µM; 360,000 tested, 0.6% active; AID 602250;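 active = inhibition above a per-plate cutoff, the plate's mean sample inhibition plus 3 SD, cut at about 24% in these data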;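 note: 0% = DMSO plus EC80 ATP and 100% = DMSO alone without ATP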
CHRM1 agonist: human M1 muscarinic receptor agonism | P11229 | activation, % at 3 µM | 360,000 tested, 0.33% active | CHO-K1 hM1, Fluo-8 calcium fluorescence, agonist mode; 0% DMSO, 100% acetylcholine EC100 | AID 588814;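 active = activation above the run's mean compound activation plus 3 SD, cut at about 16% in these data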;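 note: peak over basal fluorescence ratio within a 140 s kinetic read after compound addition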
CHO parental Ca: signal in parental CHO cells, OX1R antagonist counter-screen | AID 463079 | parental CHO-K1, ATP-induced calcium, Fluo-8 fluorescence | 330,000 tested, 0.63% active | inhibition, % at 5.6 µM;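 active = inhibition above that plate's mean sample inhibition plus 3 SD, cut at about 26% in these data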;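 note: 0% = ATP-challenged DMSO wells and 100% = DMSO wells without ATP; some compounds past the cut are filed as inactive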
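Material: Parental CHO cells | Reagent: ATP | Compound dosing: Single nominal dose of 5.6 µM per compound | Detection: Intracellular calcium via Fluo-8 no-wash fluorescent dye | Read-out: % inhibition of ATP-induced calcium mobilization | Benchmarks: Low control ATP plus DMSO, high control DMSO only | Replicates: Singlicate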
OXTR potentiator: potentiators of human oxytocin receptor. 320,000 tested, 0.061% active. activation, % at 3 µM. CHO-OTR cells, Fluo-8 calcium fluorescence, potentiator mode; 0% = oxytocin EC15, 100% = EC100. P30559. AID 2445;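 active = activation above that plate's cutoff, the mean activation of tested compounds plus 3 SD, cut at about 6.6% in these data, passing the limit was not always enough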;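 note: 100% uses oxytocin at 75 nM as the full agonist control; some results filed as inactive read as strong as hits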
Target sequence (P30559 whole entry, looked up): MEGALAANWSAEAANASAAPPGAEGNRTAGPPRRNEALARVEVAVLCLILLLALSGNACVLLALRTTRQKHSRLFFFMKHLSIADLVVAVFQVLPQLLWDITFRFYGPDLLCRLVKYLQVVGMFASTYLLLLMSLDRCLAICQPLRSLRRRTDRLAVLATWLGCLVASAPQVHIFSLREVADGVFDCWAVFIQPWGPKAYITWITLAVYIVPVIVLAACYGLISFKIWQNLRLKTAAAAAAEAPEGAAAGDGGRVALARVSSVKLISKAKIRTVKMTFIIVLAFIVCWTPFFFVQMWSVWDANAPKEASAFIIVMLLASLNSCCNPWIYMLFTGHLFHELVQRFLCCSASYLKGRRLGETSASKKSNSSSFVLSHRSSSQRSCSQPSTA
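System: human OTR in CHO cells / Also added: sub-maximal oxytocin, roughly EC15 / Control set: EC15 oxytocin low, 75 nM oxytocin high / Schedule: 6 min compound pre-incubation at room temperature, 100 s kinetic read / Compound: single-point 3.0 µM / Replication: singlicate / Technique: Fluo-8 calcium dye fluorescence / Read-out basis: % activation of max/min ratio relative to oxytocin controls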
CHO-K1 Ca ag: M1 agonist counterscreen hit in parental CHO-K1 cells; Fluo-8 calcium fluorescence; scaled to maximal ATP response, vehicle zero; activation, % at 3 µM; 360,000 tested, 0.48% active; AID 602248; in the data active = activation above about 15%;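 note: untransfected CHO-K1 host cells lacking M1 receptor as counterscreen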
M4 antag: antagonists of human muscarinic M4 receptor (CHRM4); P08173; CHO-hM4 cells, ACh EC80, Fluo-8 calcium fluorescence; inhibition, % at 3 µM; 360,000 tested, 0.73% active; AID 624125;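 active = inhibition above its plate's cutoff, the mean inhibition of sample wells plus 3 SD, cut at about 27% in these data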;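 note: 0% = acetylcholine EC80 with DMSO and 100% = DMSO without agonist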
Target sequence (P08173 whole entry, looked up): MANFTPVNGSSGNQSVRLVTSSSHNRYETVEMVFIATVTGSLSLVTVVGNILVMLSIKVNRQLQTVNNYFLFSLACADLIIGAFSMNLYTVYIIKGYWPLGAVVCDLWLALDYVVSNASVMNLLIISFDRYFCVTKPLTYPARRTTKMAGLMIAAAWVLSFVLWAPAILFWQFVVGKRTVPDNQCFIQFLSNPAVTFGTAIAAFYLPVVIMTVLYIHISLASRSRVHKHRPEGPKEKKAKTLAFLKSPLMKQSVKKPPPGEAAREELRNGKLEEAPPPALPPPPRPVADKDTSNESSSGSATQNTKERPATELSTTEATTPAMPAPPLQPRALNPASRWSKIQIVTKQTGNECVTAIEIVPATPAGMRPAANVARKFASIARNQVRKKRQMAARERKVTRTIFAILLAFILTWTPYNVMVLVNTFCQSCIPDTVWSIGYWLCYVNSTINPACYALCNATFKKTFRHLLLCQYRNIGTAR
M4 ag: agonists of human muscarinic M4 receptor (CHRM4). activation, % at 3 µM. CHO-K1 hM4/Gqi5, Fluo-8 calcium fluorescence; vehicle 0%, full acetylcholine response 100%. P08173. 360,000 tested, 0.14% active;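 active = activation above the run mean over all test wells plus 3 SD, cut at about 32% in these data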;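 note: peak over basal fluorescence ratio per well then scaled between controls; 0% = DMSO wells and 100% = acetylcholine at EC100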
CHRM1 PAM: human CHRM1 positive allosteric modulation | P11229 | CHO-K1 hM1, Fluo-8 calcium fluorescence, ACh EC20; 0% = ACh EC20, 100% = maximal ACh | 360,000 tested, 0.088% active | AID 588819 | activation, % at 3 µM; in the data active = activation above about 19%, passing the limit was not always enough
Numbers without * were called inactive; / = no result given.

entry	smiles	M1 antag	CHO-K1 Ca antag	CHRM1 agonist	CHO parental Ca	OXTR potentiator	CHO-K1 Ca ag	M4 antag	M4 ag	CHRM1 PAM
1	CCOCCCNC(=O)C1(O)c2cc(Br)ccc2NC(=O)N1c1cccc(OC)c1 (stereo not given)	-15.3	-7.1	-6.1	0.4	-14.1	1.2	0.0	0.5	9.7
2	COc1ccccc1N(CN1CCCC1=O)C(=O)c1c(F)cccc1Cl	-7.6	7.0	-1.9	-8.8	5.7	-0.6	-5.5	0.1	9.0
3	Nc1nnc(SCc2ccc3c(c2)OCO3)s1	2.4	5.2	-2.4	-2.4	2.0	0.4	7.7	0.2	9.0
4	COC(=O)C1C2CC3c4[nH]c5cc(OC)ccc5c4CCN3CC2CC(O)C1OC (stereo not given)	-0.3	5.5	-2.7	/	/	0.1	-9.1	1.6	2.5
5	Cc1cc(C(=O)COC(=O)c2ccncc2)c(C)n1CCc1ccc(F)cc1	0.4	-8.7	-1.3	4.0	-20.6	8.4	-1.4	13.0	6.0
6	COc1ccc(Nc2nc(=O)c3cc([N+](=O)[O-])ccc3s2)cc1	-10.3	-0.2	-3.2	/	/	-0.1	12.0	0.2	5.2
7	CCOc1ccc(NC2=NCC(=O)N2CCc2ccccc2)cc1	0.4	3.6	3.8	17.6	-22.7	5.5	-3.9	8.5	-6.7
8	Cc1cc(C)n(-c2ccc(C(=O)C(C#N)c3nc4ccccc4n3C)cc2)n1 (stereo not given)	-4.1	23.6	-5.2	-19.8	-7.0	0.2	11.8	2.5	-1.9
9	N#CC1=C(N)C(C#N)(C#N)C(c2ccncc2)C2CN(C(=O)OCc3ccccc3)CC=C12 (stereo not given)	-3.8	-5.4	-3.4	-14.4	-5.4	0.1	-4.0	-2.2	7.0
10	CCOC(=O)C1=C(c2ccccc2)Nc2ncnn2C1c1cccc(OC)c1OC (stereo not given)	-22.1	-11.8	-1.3	-6.7	-6.5	0.3	3.0	0.4	2.9
11	CCN(CC)S(=O)(=O)c1ccc(/C=C/C(=O)OCC(=O)N(C(C)C)C(C)C)cc1	-12.3	-21.9	-3.3	5.9	-1.5	2.0	3.0	1.8	8.1
12	Cn1c(CO)nc2cc(N)ccc21	5.4	4.7	-5.5	-5.4	-1.7	0.3	8.6	-0.9	0.2
13	CCSc1nnc2ccc(-c3cccs3)nn12	-25.6	-11.6	-5.3	-5.2	-5.2	-0.5	-13.5	-0.7	4.5
14	CCOC1=C2CN(S(=O)(=O)c3ccc(C)cc3)[C@H](c3ccccc3)C[C@@H]2N(S(=O)(=O)c2ccc(C)cc2)[C@H](c2ccccc2)C1	4.1	5.4	-6.3	/	/	0.1	1.1	0.5	6.1
15	Cc1nnc(SCC(=O)Nc2ccc(S(N)(=O)=O)cc2)n(N)c1=O	-8.5	-11.9	0.9	-3.5	-4.2	1.1	3.3	0.7	9.7
16	CC(C)(C)c1cc(NC(=O)COC(=O)c2ccc(O)cc2O)n(-c2ccccc2)n1	-6.8	3.5	3.5	-3.9	-5.7	1.6	-7.1	1.1	8.2
17	CCC(C)[C@H](NC(=O)Nc1ccccc1F)C(=O)OC (stereo not given in full)	-0.6	-12.6	-5.3	-10.6	3.1	-0.2	4.0	0.3	1.8
18	COc1ccc(-c2cc(C(=O)OCC(=O)NC(C)(C)C)c3ccccc3n2)cc1	25.8	5.1	-4.8	0.8	-14.8	3.6	13.8	18.1	-9.9
19	C=CCN=C1S/C(=C/c2cccc([N+](=O)[O-])c2)C(=O)N1CC=C	-6.9	10.6	-0.1	-33.0	-17.4	1.2	0.8	-1.5	0.3
20	COc1ccc(CN2CCCC(CO)(Cc3ccc(F)cc3F)C2)cc1 (stereo not given)	16.2	-11.6	-8.5	-18.2	3.3	1.1	12.5	2.6	-12.5
21	COc1cccc(C2CC(c3cccc(NS(C)(=O)=O)c3)=NN2C(=O)c2ccccc2)c1OC (stereo not given)	5.0	4.1	-8.3	-20.6	-5.3	1.2	7.5	1.2	-5.0
22	Cc1ccc(SCC(=O)OCC(=O)N2CCN(C(=O)c3ccco3)CC2)c(C)c1	-22.4	-6.1	-0.5	-5.1	-7.2	1.3	-9.0	1.0	15.5
23	CO/C=C\C=C/c1nnn(-c2ccc(Cl)cc2)n1	-7.7	-5.1	-6.6	3.5	4.4	-0.4	-1.7	0.7	4.0
24	CC(C)O/N=C1\C(=O)N(c2ccccc2)c2ccccc21	-3.3	-6.7	-11.7	-9.3	0.5	0.7	-2.1	-1.3	4.3
25	Cc1ccc2c(c1)CCCN2C(=O)CSc1ccccc1	-13.2	-7.9	-4.6	-22.4	-10.9	0.3	4.6	-0.5	9.8
26	CCOc1ccccc1NC(=O)Cn1c(=O)oc2ccccc21	6.5	6.5	-3.5	23.8	-16.4	0.5	1.4	1.0	0.8
27	Cc1ccc(OCC(=O)Nc2ccccc2N2CCCC2)c(C)c1	5.4	-8.7	-4.8	-8.5	-13.8	0.6	-22.5	0.9	-6.5
28	Cc1nnc(SCc2cc(=O)[nH]c(N3CCN(C)CC3)n2)s1	-8.1	-7.1	-6.6	-2.7	-8.0	0.4	-4.4	0.8	9.8
29	O=[N+]([O-])c1cc(Br)c2c(c1)CCN2	-15.2	-5.5	-7.6	/	/	0.0	-6.0	0.6	7.0
30	Cc1cc(C)cc(Oc2coc3cc(O)ccc3c2=O)c1	1.2	-9.2	-3.5	-11.4	-3.7	0.5	7.5	-1.3	-7.8
31	COc1cccc(C2=Cc3ccc(F)cc3C(CC(C)=O)N2c2ccc(C#CC3(O)CCCCC3)cc2)c1 (stereo not given)	/	-27.6	/	/	/	1.8	-16.2	4.3	/
32	O=C(C=Cc1ccccc1F)c1ccccc1	7.6	5.3	-8.8	/	/	0.7	10.1	0.0	-0.9
33	CCCCNC(=O)C1C2C=CC3(CN(Cc4ccccc4Cl)C(=O)C13)O2 (stereo not given)	-15.3	-16.0	-1.9	-10.9	-22.3	0.2	3.4	-0.3	7.1
34	COc1cc2c(cc1OC)-c1nc3ccccc3c(=O)n1C(C)(C)C2	4.7	-12.3	-6.8	-27.3	-2.8	4.6	17.2	14.0	-5.7
35	CCCC(=NC(C)CC)C1=C(O)CC(c2ccccc2)CC1=O (stereo not given)	-11.9	-16.1	2.4	-25.0	-14.6	6.1	-3.2	0.1	5.0
36	Cc1c(C)c(C)c(CO/N=C/c2cccs2)c(C)c1C	-5.7	0.0	-3.8	-6.7	-2.8	1.2	-7.1	-0.1	5.1
37	Cc1cccc([C@@H](NC(=O)OC(C)(C)C)C(=O)OC(C)(C)C)c1	-7.8	-5.3	-4.9	-23.0	1.9	-0.2	3.5	-1.4	0.7
38	FC(F)Oc1ccc(NC(=S)NN2CCOCC2)cc1	-9.4	0.3	0.6	0.7	-13.8	-0.4	-3.0	0.8	9.2
39	CCn1c(=NC(=O)CN2C(=O)CCC2=O)sc2c(C)cc(C)cc21	-32.7	-7.1	-6.9	/	/	-0.4	-11.9	0.4	17.3
40	COc1cc2c(cc1NC(=O)CN1CCN(S(=O)(=O)c3ccc(C)cc3)CC1)oc1ccccc12	-31.2	12.3	14.9	0.2	-15.6	0.0	-7.5	1.4	22.9*
41	Cc1csc(NC(=O)c2cc(C)oc2C)n1	-5.3	-9.5	-4.3	-23.0	-12.8	0.1	-3.0	0.1	2.2
42	COc1ccc(C2CCN(Cc3cccnc3)CC2O)cc1 (stereo not given)	-0.6	-6.2	-5.9	-4.8	-6.4	1.1	-12.1	1.1	-4.0
43	Cc1ccc(-c2csc(N3CCC[C@@H]3C(=O)NCCn3c(C(F)(F)F)nc4ccccc43)n2)cc1	1.4	-11.4	-4.9	-20.4	-1.1	0.5	-11.3	11.1	1.6
44	Cc1ccc(Cc2nc(-c3cccc(C)c3)no2)cc1	-1.5	-5.0	-6.1	2.9	4.3	0.1	-9.2	0.9	3.6
45	CCN(CC1CCCN(CCc2cccc(OC)c2)C1)C(=O)c1ccoc1 (stereo not given)	15.8	-3.3	-4.7	-14.4	-5.7	0.3	3.8	0.4	-12.0
46	CCNC(=O)N1C[C@H]2CON(C)[C@H]2C[C@H]1c1ccccc1Br	-15.5	8.1	-3.1	/	/	-0.3	-1.9	0.4	4.1
47	CC1CN(C(=O)COC(=O)c2cc(=O)c3ccccc3o2)CC(C)O1 (stereo not given)	-28.7	-14.7	-0.6	-8.8	-9.0	0.2	-28.0	2.5	15.0
48	COc1ccc(CCN(C)C2CCCN(S(=O)(=O)c3ccc(C)cc3)C2)cc1OC (stereo not given)	-4.7	-5.2	-6.7	-17.7	-3.8	0.3	6.4	0.3	-1.7

A second format for part of the listing above:
Every second line gives: M1 antag | CHO-K1 Ca antag | CHRM1 agonist | CHO parental Ca | OXTR potentiator | CHO-K1 Ca ag | M4 antag | M4 ag | CHRM1 PAM
45) CCN(CC1CCCN(CCc2cccc(OC)c2)C1)C(=O)c1ccoc1 (stereo not given)
→ 15.8 | -3.3 | -4.7 | -14.4 | -5.7 | 0.3 | 3.8 | 0.4 | -12.0
46) CCNC(=O)N1C[C@H]2CON(C)[C@H]2C[C@H]1c1ccccc1Br
→ -15.5 | 8.1 | -3.1 | / | / | -0.3 | -1.9 | 0.4 | 4.1

(continued)
entry	smiles	M1 antag	CHO-K1 Ca antag	CHRM1 agonist	CHO parental Ca	OXTR potentiator	CHO-K1 Ca ag	M4 antag	M4 ag	CHRM1 PAM
49	Cc1cc(=O)[nH]c(SCC(=O)NC2CCCc3ccccc32)n1 (stereo not given)	-23.1	-15.7	-0.7	-8.3	2.9	0.7	8.2	-0.1	2.0
50	Cc1ccc(-c2cnc3cc(C)nn3c2)cc1	3.0	-7.2	-6.2	-1.5	-14.3	3.4	2.2	1.3	0.6
51	Cc1c(-n2c(CN3C(=O)c4ccccc4C3=O)nc3ccccc3c2=O)c(=O)n(-c2ccccc2)n1C	3.8	-6.8	-2.1	10.2	-5.6	-0.2	-3.1	-0.7	0.6
52	Oc1ccc(C[C@@H]2CNC(=S)N2CCc2cc(C(F)(F)F)cc(C(F)(F)F)c2)cc1	5.0	-15.8	1.0	-14.3	-10.4	1.9	7.8	1.7	0.4

An unsorted share of the library; any-hit rate near 2.9%.
